# Mdm2 MdmX PPI – disrupts the human Mdm2-MdmX interaction; O15151+Q00987; hit rate 3% among 330,000; inhibition, % at 8 µM; SaOS-2 split-luciferase Mdm2/MdmX complementation, luminescence;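 active = inhibition of at least 50% at 8 µM in the primary screen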
# tim23-1 inh – tim23-1 yeast growth inhibition | S. cerevisiae tim23-1 growth, BacTiter-Glo luminescence, 24 h | inhibition, % at 20 µM | hit rate 1.3% among 330,000;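 active = growth inhibition of the mutant yeast at or above 50%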;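 note: temperature-sensitive mutant grown at 25 °C; plate controls were DMSO-treated mutant yeast for no effect and medium wells lacking yeast for full effect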
# EBI2 block – blocks human EBI2 receptor beta-arrestin signaling; P32249; EBI2 beta-arrestin recruitment, luminescence, 7a,25-OHC stimulated; inhibition, % at 5 µM; hit rate 0.81% among 360,000; in the data active = inhibition above about 38%;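 note: enzyme fragment complementation signal reports receptor beta-arrestin coupling in cells; 0% = agonist plus DMSO wells and 100% = wells without agonist; some results beyond the cut were filed as inactive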
# Target sequence (P32249 whole entry, looked up, the tested form may be a part): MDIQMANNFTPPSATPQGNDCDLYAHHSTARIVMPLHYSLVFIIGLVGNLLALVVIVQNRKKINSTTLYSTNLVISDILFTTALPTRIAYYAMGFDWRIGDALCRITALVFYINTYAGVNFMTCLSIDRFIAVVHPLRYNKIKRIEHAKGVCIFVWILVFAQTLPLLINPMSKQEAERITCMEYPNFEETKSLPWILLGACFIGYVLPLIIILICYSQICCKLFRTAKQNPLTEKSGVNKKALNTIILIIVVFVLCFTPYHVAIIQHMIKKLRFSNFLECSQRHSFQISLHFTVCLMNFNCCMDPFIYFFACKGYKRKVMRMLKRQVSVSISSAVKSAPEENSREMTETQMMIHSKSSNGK
# APJ ag – APJ receptor agonism; CHO-K1 APJ PathHunter beta-arrestin, luminescence; 0% DMSO wells, 100% apelin; activation, % at 20 µM; hit rate 0.11% among 330,000;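 active = activation more than six SD over the plate average, tested at 20 µM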;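 note: 0% = DMSO alone and 100% = apelin-13 at 10 nM; some results filed as inactive read as strong as hits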
#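 Incubation: overnight seeding, 90 min compound at 25 °C, 1 h detection; test system: PathHunter CHO-K1 APJ (AGTRL-1) beta-arrestin reporter cells; amount: 1000 cells/well; doses: one dose, 20 µM compound, 1% DMSO; measured by: beta-gal luminescence; measure: agonist-driven arrestin binding to APJ; benchmarks: negative DMSO alone, positive Apelin-13 at 10 nM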
# APJ antag – blocks the human apelin receptor APJ; CHO-K1 APJ beta-arrestin complementation, luminescence; hit rate 0.32% among 330,000; P35414; AID 2521; inhibition, % at 20 µM;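 active = inhibition above about 40% at 20 µM, limit read from the data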;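 note: cells challenged with 10 nM apelin-13 agonist together with compound; plate controls were apelin-13 plus DMSO wells for no effect and DMSO wells lacking apelin-13 for full effect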
# UPR CHOP act – activators of apoptotic arm of unfolded protein response (CHOP); activation, % at 10 µM; hit rate 0.34% among 330,000; AID 449763; CHO-CHOP luciferase reporter, UPR activation, luminescence; percent of tunicamycin response over DMSO baseline;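 active = at 10 µM dose, activation of 40% or more, normalized to positive control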;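 note: 100% = tunicamycin at 10 µg/mL and 0% = DMSO alone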
#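 System: CHO CHOP reporter cells. Amount: 500 cells per well. Buffer or medium: F12 medium, 10% FBS. Compound dosing: one dose, 10 µM in 0.5% DMSO. Incubation: 6 h compound exposure at 37 °C after overnight seeding. Technique: Steady-Glo luciferase luminescence. Benchmarks: tunicamycin and DMSO controls.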
# CXCR6 block – CXCR6 (human) receptor inhibition; hit rate 0.36% among 360,000; CHO-K1 PathHunter CXCR6 beta-arrestin, luminescence; AID 602244; inhibition, % at 20 µM; in the data active = inhibition above about 34%, passing the limit was not always enough;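 note: antagonist mode with CXCL16 agonist at 10 nM final; 0% = 10 nM CXCL16 with DMSO and 100% = unstimulated wells without agonist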
# Target sequence (O00574 whole entry, looked up): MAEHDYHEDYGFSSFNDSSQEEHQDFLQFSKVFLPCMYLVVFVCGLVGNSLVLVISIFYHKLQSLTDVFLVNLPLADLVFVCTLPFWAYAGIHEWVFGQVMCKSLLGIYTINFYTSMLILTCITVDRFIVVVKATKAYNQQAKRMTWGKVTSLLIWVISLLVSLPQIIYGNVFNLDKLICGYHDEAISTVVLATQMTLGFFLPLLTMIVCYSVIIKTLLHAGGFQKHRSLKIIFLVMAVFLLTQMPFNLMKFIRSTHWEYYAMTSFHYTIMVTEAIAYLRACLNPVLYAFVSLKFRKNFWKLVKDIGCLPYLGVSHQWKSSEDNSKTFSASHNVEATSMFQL
# CCR6 antagonist – antagonists of human CCR6 receptor; P51684; CHO-K1 CCR6 PathHunter beta-arrestin, luminescence, CCL20-stimulated; inhibition, % at 20 µM; hit rate 0.49% among 340,000; AID 493098;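 active = compounds whose inhibition of the agonist-driven luminescence signal at 20 µM reaches about 50%, limit read from the data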;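 note: cells stimulated with CCL20 at 14 nM final; plate controls were DMSO with CCL20 for no effect and DMSO without agonist for full effect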
# Target sequence (P51684 whole entry, looked up): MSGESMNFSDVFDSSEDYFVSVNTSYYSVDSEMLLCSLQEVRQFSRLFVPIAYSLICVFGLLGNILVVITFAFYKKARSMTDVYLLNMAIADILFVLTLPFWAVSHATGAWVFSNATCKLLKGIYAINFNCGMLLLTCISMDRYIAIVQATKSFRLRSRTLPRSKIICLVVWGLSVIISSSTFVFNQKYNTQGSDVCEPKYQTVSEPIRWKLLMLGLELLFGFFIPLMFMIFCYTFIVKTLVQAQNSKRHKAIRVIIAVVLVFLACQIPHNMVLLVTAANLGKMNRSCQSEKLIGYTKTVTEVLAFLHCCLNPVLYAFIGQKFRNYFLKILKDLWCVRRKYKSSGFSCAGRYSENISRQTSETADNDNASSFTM
# UPR XBP1 act – adaptive UPR (XBP1) activation | CHO-XBP1 luciferase reporter, IRE1-XBP1 UPR activation, luminescence; percent of tunicamycin response, DMSO as zero | activation, % at 20 µM | hit rate 0.33% among 330,000 | AID 463104;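 active = versus positive control, 20 µM dose yields 30% or more activation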;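 note: 100% = tunicamycin at 10 µg/mL and 0% = DMSO only wells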
#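 Test system: CHO-XBP1 luciferase reporter cells | Buffer or medium: Serum-containing F12 medium, 10% FBS | Schedule: 6 h compound exposure at 37 °C, 5% CO2 | Detection: Steady-Glo luciferase glow luminescence, 10 min after reagent addition | Read-out basis: Activation, % of tunicamycin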
# * hit, by the source's call; . = not tested or not shown. The list is partial (hit frequency here may not be typical).
SMILES,Mdm2 MdmX PPI,tim23-1 inh,EBI2 block,APJ ag,APJ antag,UPR CHOP act,CXCR6 block,CCR6 antagonist,UPR XBP1 act
CCOC(=O)Cc1csc(NC(=O)CSc2nc3cccnc3n2CC)n1,12,-11,3,5,14,-3.0,-7,-12,-3
OCCN(CCO)CC(O)Cn1c2ccccc2c2ccccc21 (configuration not stated),20,6,0,-1,22,-0.6,11,4,1
O=C(Nc1cc(C(=O)N2CCOCC2)cc(C(=O)N2CCOCC2)c1)c1cc(F)c(F)cc1Cl,9,10,0,-3,6,-2.5,-1,-6,1
CCCc1cc(=O)[nH]c(SCC(=O)N2CCCc3ccccc32)n1,-5,13,-8,-1,-3,3.0,-8,1,-3
Cc1c(N)cccc1-n1cccc1,5,-1,-7,-3,2,-0.7,-1,-23,-3
CCCCNC(=O)CC(=O)Nc1ccccc1C(=O)O,0,-3,-6,-1,-9,0.9,-12,5,-2
c1ccc2sc(Sc3ncnc4sccc34)nc2c1,44,15,-21,0,4,12,-5,-4,-3
Cc1nc(N2CCCCC2C)c2c(C)c(C(=O)Nc3ccccc3C(F)(F)F)sc2n1 (configuration not stated),0,20,18,-2,-3,0.4,-2,15,1
O=C(O)c1cccc(NC(=O)C2CC(=O)N(Cc3ccccc3)C2)c1 (configuration not stated),-17,-5,-2,-3,1,-1.1,5,15,5
COCCc1nnc(NC(=O)C23CC4CC(CC(C4)C2)C3)s1,4,28,-8,-2,18,1.5,9,-3,-2
CN(C)CCCn1c(SCC(=O)N2CC(=O)Nc3ccccc32)nc2ccccc2c1=O,9,-4,-1,-4,8,1.0,-2,1,0
Cc1c(C(=O)N/N=C/C(C)C)[nH]c2c([N+](=O)[O-])cccc12,-5,16,5,1,-10,-0.1,-7,-2,1
O=C(c1cccc(C(F)(F)F)c1)C1CCCN(C(=O)CN2CCCC2=O)C1 (configuration not stated),10,2,-8,-1,2,0.7,-1,5,-3
Cc1cccc(NC(=O)c2nc[nH]c2C(=O)N[C@@H](Cc2ccccc2)C(=O)OC(C)(C)C)c1,64*,25,-56,5,-53,0.0,3,2,28
c1ccc(CNc2ncnc3nc[nH]c23)nc1,10,-10,-4,-3,-10,0.1,2,-7,0
C[C@H](NC(=O)c1ccccc1Cl)C(=O)NCc1cccs1,3,0,4,-4,30,-0.8,17,8,-3
CCc1cc(=O)oc2cc(C)c(CN3CCCC(C)C3)c(O)c12 (configuration not stated),-13,12,7,-2,-12,0.1,-2,7,-2
N#CNC(=Nc1ccc(Cl)cc1)Oc1ccccc1,-3,19,13,0,14,0.2,-7,-5,-1
COc1ccc(S(=O)(=O)Cc2ccc(C(=O)N3CCN(c4ccccc4)CC3)o2)cc1,3,15,1,0,5,-0.7,0,10,-5
Cc1cc(-n2c(SCC(=O)NCCC3=CCCCC3)nc3n[nH]c(C)c3c2=N)ccc1Cl,36,6,25,2,-28,12,4,-13,13
CCc1nnc(NC(=O)c2oc3cc(C)c(C)cc3c2C)s1,-2,10,-13,1,-3,1.4,-7,-18,0
CCc1cccc(NC2c3ccccc3C(=O)N2c2ccc(C)cn2)c1 (configuration not stated),4,40,11,-6,13,1.3,12,23,1
O=C(/C=C/c1ccc2c(c1)OCO2)c1cccnc1,-18,25,1,1,-11,1.9,13,19,2
CCOC(CNC(=O)CCc1c(C)nc2ncnn2c1C)OCC,10,3,4,-1,6,-0.9,5,-11,1
CCN(c1ccccc1)c1nc2nonc2nc1NCCO,4,9,3,-1,-6,0.5,16,0,2
Cc1cc(C(=O)COC(=O)c2ccc(N)c([N+](=O)[O-])c2)c(C)n1Cc1ccc2c(c1)OCO2,-98,6,7,0,3,6.2,6,18,1
O=C(O)C1CCCCN1S(=O)(=O)c1ccc2ccccc2c1 (configuration not stated),11,1,-11,-5,19,1.3,-8,4,0
CCNC(=S)Nc1ccc(Cc2ccncc2)cc1,-18,1,-11,0,-23,-0.9,-15,-5,0
CC(CCc1ccccc1)NS(=O)(=O)c1ccc(Cl)c(C(=O)O)c1 (configuration not stated),-4,2,9,2,5,-0.4,-6,-2,-1
Nc1ncnc2c1ncn2[C@@H]1O[C@H](CNS(=O)(=O)c2cc(S(=O)(=O)c3ccccc3)cs2)[C@@H](O)[C@H]1O,37,33,-7,.,.,2.8,-11,1,-2
CCNC(=S)N1CCN(CC(=O)Nc2ccc(OC)cc2)CC1,-17,11,-8,-3,-3,1.5,8,16,-6
O=C(NNC(=O)c1nn(-c2ccc(F)cc2)ccc1=O)c1ccccc1Cl,-2,16,1,4,-32,0.9,-1,4,3
Cc1ccc(/C=N/n2c(C)nc3ccccc3c2=O)o1,13,9,-3,-3,6,0.3,9,4,-2
COCc1cc(C)nc(SCC(=O)Nc2ccccc2C)c1C#N,-14,13,6,2,6,1.4,-2,7,-1
COc1ccc(S(=O)(=O)N2CCc3ccccc32)cc1C(=O)OCC(=O)c1c(N)n(C)c(=O)n(C)c1=O,0,2,1,1,-16,-0.9,-4,2,11
COc1ccc(C(=O)C2CCCN(Cc3cc(C)c(O)c(C)c3)C2)c(OC)c1 (configuration not stated),0,14,11,1,-6,0.6,2,8,1
CC1CC(Nc2ccccc2)=CC(=O)O1 (configuration not stated),19,-6,3,-2,-17,-1.7,-3,-8,-2
COc1ccc(N2CCN(S(=O)(=O)CCNC(=O)C(C)Oc3ccccc3)CC2)cc1 (configuration not stated),6,12,3,-3,9,1.7,-6,6,-3
O=C(CCn1nnnc1CN1CCOCC1)N1CCC(c2cccc(Cl)c2)C1 (configuration not stated),-22,20,-23,-2,-5,-0.2,4,-5,-1
C=CCc1c(C)nc(SCc2ccccc2)[nH]c1=O,-20,35,-12,-1,-15,-0.6,-2,-2,-5
CCOC(=O)CC1(C)SC(NC(C)=O)=NN1C(C)=O (configuration not stated),9,-1,-5,0,5,-0.3,-4,6,2
CC(=O)c1ccc(N2CCN(c3ccc(C(N)=O)cc3[N+](=O)[O-])CC2)cc1,13,6,-2,7,13,-0.2,0,22,3
COc1ccc(S(=O)(=O)n2ccnc2)c2cccnc12,-22,17,-1,1,13,-1.8,-5,-2,-1
O=C(COC(=O)CCC(=O)c1cccs1)NC1CC1,17,26,-6,-1,-22,0.2,0,-4,1
NNC(=O)[C@H]1C[C@@H]1c1ccccc1,-14,9,-1,-4,-11,-0.8,2,19,-1
Cc1cc(-n2cnnn2)ccc1C(C)C,-1,17,4,-4,14,0.7,4,6,-1
Oc1ccc(-c2nc(-c3ccc(F)cc3)c(-c3ccncc3)[nH]2)cc1,79*,-14,14,2,-1,5.8,-5,-11,-5
Cc1ccc(C)c(NC(=S)NNc2ccc(F)cc2F)c1,12,58*,3,-2,3,1.4,0,18,-3
CCOC(=O)CSc1nc(C)nc2c1sc1nc(C)c(C(C)=O)c(-c3ccc(OC)cc3)c12,-31,8,16,0,22,2.7,6,23,1
Oc1c(Cl)cc(Cl)cc1CNc1nc2ccccc2[nH]1,3,37,-8,1,3,1.4,3,-8,3
O=S(=O)(Nc1cccnc1)c1cc(Cl)ccc1Cl,-13,24,-9,-2,-14,0.6,-2,-5,2
O=C(CCc1ccc(S(=O)(=O)NCCc2ccccc2)cc1)NCc1ccc2c(c1)OCO2,4,10,19,1,-7,-3.5,1,1,1
COc1ccc2c(COC(=O)c3n[nH]c4ccccc34)cc(=O)oc2c1,-47,10,11,-2,12,1.1,-10,5,5
O=C1C=C(NC(=O)Nc2ccc(Cl)c(Cl)c2)CCC1,6,18,5,1,-32,6.6,-3,-9,4
CCOc1ccccc1NC(=O)C(OC(=O)c1ccccc1)c1ccccc1 (configuration not stated),6,17,-3,-4,6,-0.3,12,16,-6
COc1ccc(-c2[nH]ncc2/C=N/NC(=O)c2cccc([N+](=O)[O-])c2)cc1OC,8,-38,-10,0,1,-0.1,5,-6,-1
Cc1ccc(-c2csc3ncnc(N4CCN(C(=O)c5ccco5)CC4)c23)cc1,5,51*,13,-3,1,1.3,3,7,0
COc1ccc(CC(=O)Nc2ccc(S(=O)(=O)Nc3onc(C)c3C)cc2)cc1OC,18,-6,-1,-1,11,1.2,4,17,-1
C=CCOc1ccc(/C=C/C(C)=N\O)cc1,-65,26,-10,-2,-9,1.6,-4,1,4
CN(C)c1ccc2c(=O)[nH][nH]c(=O)c2c1,4,3,-5,1,15,-1.6,-7,-11,-4

# The results go on:
SMILES,Mdm2 MdmX PPI,tim23-1 inh,EBI2 block,APJ ag,APJ antag,UPR CHOP act,CXCR6 block,CCR6 antagonist,UPR XBP1 act
CCOC(=O)c1cc(-c2nnc(-c3ccc(Cl)cc3)o2)c(C)nc1C,10,-6,-2,-2,-23,-1.1,6,11,-2
COc1ccc(-c2cn(-c3ccc(Cl)cc3)c3[n+]2CCCCC3)cc1,22,-16,-5,2,14,-0.1,2,9,-3
COc1ccc(S(=O)(=O)N2CCc3ccccc32)cc1C(=O)Nc1ccc(NC(C)=O)cc1,20,11,13,0,6,1.4,1,8,2
O=C(C1CCC1)N1CCN(c2cccc(C(F)(F)F)c2)CC1,11,2,0,-5,18,3.2,-2,25,0
CC(NC(=O)c1cc(COc2ccccc2)on1)c1nccs1 (configuration not stated),-176,8,-6,-3,-4,2.3,2,5,3
COC(=O)Nc1sc(C(=O)N(C)C)c(C)c1C(=O)OC,32,10,-9,-4,-1,0.3,-6,13,-3
Cc1ccc(NC(=O)COC(=O)c2cccnc2)cc1,15,-13,-1,-1,-30,-0.2,-2,12,-3
COc1ccc(NC(=O)CN(C)C(=O)CNC(=O)Cc2cccc3ccccc23)cc1,16,3,-11,5,20,2.8,-3,8,-3
CCC(C(=O)OCC(=O)Nc1cccc(OC)c1)c1ccccc1 (configuration not stated),-5,11,14,0,10,1.5,2,12,-2
COc1ccc(C(CNC(=O)c2ccc(S(=O)(=O)N(C)C)cc2)N(C)C)cc1 (configuration not stated),21,-4,-5,-3,2,1.5,0,3,0
CC(C(=O)Nc1ccc(F)c(F)c1F)N(C)CCOc1ccccc1 (configuration not stated),34,34,13,-6,7,-1.3,-11,12,-5
O=C(Oc1c(-c2ccccc2)c(=O)n2c3c(cccc13)CC2)c1ccc(F)cc1,54*,43,1,-7,7,1.9,13,18,-1

# No new results follow: an excerpt of the list.
SMILES,Mdm2 MdmX PPI,tim23-1 inh,EBI2 block,APJ ag,APJ antag,UPR CHOP act,CXCR6 block,CCR6 antagonist,UPR XBP1 act
CCOC(=O)c1cc(-c2nnc(-c3ccc(Cl)cc3)o2)c(C)nc1C,10,-6,-2,-2,-23,-1.1,6,11,-2
COc1ccc(-c2cn(-c3ccc(Cl)cc3)c3[n+]2CCCCC3)cc1,22,-16,-5,2,14,-0.1,2,9,-3
COc1ccc(S(=O)(=O)N2CCc3ccccc32)cc1C(=O)Nc1ccc(NC(C)=O)cc1,20,11,13,0,6,1.4,1,8,2
O=C(C1CCC1)N1CCN(c2cccc(C(F)(F)F)c2)CC1,11,2,0,-5,18,3.2,-2,25,0

# Assay outcomes deposited in PubChem BioAssay by Sanford-Burnham Center for Chemical Genomics.
